From PubChem
TWEAK Fn14 block = inhibitors of TWEAK-Fn14 signaling, primary screen, luciferase reporter cells, uHTS; TWEAK-stimulated Fn14 reporter cells, luciferase luminescence, 8 h; inhibition, % at 10 µM; actives 2% (n = 360,000); AID 1159606, 2016; in the data active = inhibition above about 50%
LMP1 NFkB inh = EBV LMP1-driven NF-kappaB luciferase reporter inhibitors, primary screen, cell-based, luminescence, single point; LMP1-induced NF-kappaB luciferase reporter cells; inhibition, % at 12.5 µM; actives 0.69% (n = 350,000); AID 504558, 2011; in the data active = inhibition above about 41%;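 note: 0% = neutral control wells and 100% = reference inhibitor control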
NCOA3 inh = SRC3 coactivator transcriptional activity inhibitors, primary screen, cell-based, luminescence. Nuclear receptor coactivator 3 (Homo sapiens), Q9Y6Q9. HEK293 GAL4-SRC3 luciferase reporter. inhibition, % at 3.6 µM. actives 0.17% (n = 360,000);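 active = inhibition above a per-campaign cutoff, the mean of all compounds plus 3 SD, cut at about 60% in these data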;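 note: 0% = DMSO-treated cells and 100% = gossypol-treated cells at 36 µM; higher means less SRC3-driven luciferase light from the GAL4 reporter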
SRC1 inh = SRC1 coactivator transcriptional activity inhibitors, primary screen, cell-based, luminescence; HEK293 GAL4-SRC1 luciferase reporter; actives 0.12% (n = 360,000); inhibition, % at 3.6 µM; Nuclear receptor coactivator 1 (Homo sapiens), Q15788;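 active = inhibition above the campaign mean plus 3 SD, with each screening campaign given its own cutoff, cut at about 60% in these data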;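 note: 0% = DMSO treated cells and 100% = gossypol at 36 µM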
SRC2 inh = inhibition of GAL4-SRC2 driven luciferase reporter, primary screen, SRC2 inhibitor project, cell-based, luminescence; HEK293 GAL4-SRC2 luciferase reporter; AID 651957, 2012; actives 0.17% (n = 370,000); inhibition, % at 9 µM; Nuclear receptor coactivator 2 (Homo sapiens), Q15596;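 active = inhibition above the mean inhibition of all tested compounds plus 3 SD, set per campaign, cut at about 52% in these data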;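 note: 0% = DMSO treated cells and 100% = cells given Gossypol at 36 µM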
C8 TRAIL sens = viability loss with TRAIL in NB7+C8 cells, primary screen, TRAIL sensitizer project, cell-based, ATPlite luminescence. inhibition (viability loss, TRAIL sensitization), % at 10 µM. actives 1% (n = 360,000). AID 624354, 2012;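 active = compounds causing at least 50% loss of cell viability in the single-dose screen, relative to plate controls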
TLR9-MyD88 block = inhibitors of TLR9-MyD88 association in cells, primary screen, cell-based, CHO, BLA complementation, fluorescence; Toll-like receptor 9 (Homo sapiens) + Myeloid differentiation primary response protein …; CCF4 FRET ratio; inhibition, % at 4.98 µM; actives 0.21% (n = 340,000);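 active = inhibition above the mean over all tested compounds plus 3 SD, cut at about 21% in these data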;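 note: 0% = DMSO only wells and 100% = clavulanate BLA inhibitor control wells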
NR5A2 inv ag = LRH-1 (NR5A2) inverse agonists, primary screen, cell-based, luminescence, HEK293T, StAR-luciferase reporter | actives 0.13% (n = 360,000) | inhibition, % at 3.6 µM | LRH-1 transfected, 24 h | Nuclear receptor subfamily 5 group A member 2 (Homo sapiens), O00482;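 active = inhibition above the mean inhibition of all tested compounds plus 3 SD, cut at about 73% in these data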;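 note: 0% = DMSO wells and 100% = reporter-only cells lacking LRH-1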
COUP-TFII inh = NR2F2 transcriptional activity inhibitors, primary screen, cell-based, luciferase reporter, HEK293T, luminescence; actives 0.7% (n = 370,000); inhibition, % at 8.6 µM; COUP transcription factor 2 (Homo sapiens), P24468; HEK293T NGFI-A luciferase reporter;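 active = inhibition above a per-plate cutoff, mean inhibition of test wells between control levels plus 3 SD, cut at about 38% in these data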;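 note: cells cotransfected with COUP-TFII expression vector driving the NGFI-A reporter; 0% = median of COUP-TF2 test wells and 100% = reporter-only cells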
Target sequence (P24468 whole entry, looked up): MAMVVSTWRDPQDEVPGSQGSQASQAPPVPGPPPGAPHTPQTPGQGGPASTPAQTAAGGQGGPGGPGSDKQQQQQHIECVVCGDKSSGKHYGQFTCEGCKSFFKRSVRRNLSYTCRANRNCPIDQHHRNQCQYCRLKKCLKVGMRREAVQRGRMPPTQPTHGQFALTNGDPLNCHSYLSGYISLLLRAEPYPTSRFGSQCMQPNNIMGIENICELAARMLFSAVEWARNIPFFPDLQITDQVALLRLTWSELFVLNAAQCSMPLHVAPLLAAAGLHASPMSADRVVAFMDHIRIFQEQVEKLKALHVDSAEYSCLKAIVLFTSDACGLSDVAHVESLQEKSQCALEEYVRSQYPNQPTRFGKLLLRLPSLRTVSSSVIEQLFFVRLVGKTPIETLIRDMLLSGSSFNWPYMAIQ
NOD2-RIPK2 inh = NOD2-RIPK2 binding disruptors in cells, primary screen, fluorescence, CHO cells, BLA complementation; Receptor-interacting serine/threonine-protein kinase 2 (Homo sapiens), O43353; CCF4 ratio; inhibition, % at 4.98 µM; actives 0.38% (n = 360,000); in the data active = inhibition above about 21%;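 note: 0% = vehicle only and 100% = reference blocker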
Target sequence (O43353 whole entry, looked up): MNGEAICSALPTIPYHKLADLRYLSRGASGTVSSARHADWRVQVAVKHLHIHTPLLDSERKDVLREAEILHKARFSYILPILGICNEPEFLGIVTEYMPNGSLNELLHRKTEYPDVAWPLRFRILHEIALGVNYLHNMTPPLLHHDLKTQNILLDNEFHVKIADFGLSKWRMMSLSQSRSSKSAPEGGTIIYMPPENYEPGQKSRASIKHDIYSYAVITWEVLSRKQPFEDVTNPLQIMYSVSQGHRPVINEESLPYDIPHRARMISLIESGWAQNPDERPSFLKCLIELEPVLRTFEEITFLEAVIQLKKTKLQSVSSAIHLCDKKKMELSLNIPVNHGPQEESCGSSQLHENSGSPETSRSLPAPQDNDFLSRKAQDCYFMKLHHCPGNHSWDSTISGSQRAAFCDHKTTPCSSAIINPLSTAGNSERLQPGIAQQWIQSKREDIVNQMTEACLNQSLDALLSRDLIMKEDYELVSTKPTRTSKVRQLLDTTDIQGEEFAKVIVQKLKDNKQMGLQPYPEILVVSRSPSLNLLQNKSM
TROY NFkB inh = inhibitors of TROY-driven NF-kB signaling, primary screen, Q293 LMP1-TROYcd cells, NF-kB luciferase, uHTS; Q293 LMP1-TROYcd NF-kB luciferase reporter, 4 h; inhibition, % at 10 µM; actives 0.98% (n = 360,000);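 active = compounds whose plate-normalised and pattern-corrected inhibition of the luciferase reporter signal at the single screening dose is 50% or more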
Numbers without * were called inactive; · = no result given.

SMILES	TWEAK Fn14 block	LMP1 NFkB inh	NCOA3 inh	SRC1 inh	SRC2 inh	C8 TRAIL sens	TLR9-MyD88 block	NR5A2 inv ag	COUP-TFII inh	NOD2-RIPK2 inh	TROY NFkB inh
O=C(Cn1nc(-c2ccccc2)c2ccccc2c1=O)Nc1cccnc1	23	-11	0	-16	-7	-1	2	-5	13	-5	-8
O=C(NCCc1ccccc1)C1CC1	4	0	-5	-13	-6	-9	-19	-6	7	-5	6
COc1cccc(-n2c(SCC(=O)NCC3CCCO3)nc3c(c2=O)SCC3)c1 (centres undefined)	6	-2	11	-7	-34	-13	-11	-4	7	-12	-7
CC(=O)c1cccc(-c2ccnc3c2CC(C(=O)NCC2CC2)O3)c1 (centres undefined)	4	·	-8	6	-3	15	·	-32	-9	-3	11
N#C/C(=C\c1ccccc1)c1ccccn1	-14	-16	-39	-28	-17	6	-12	-33	-31	-9	-19
CC(C)(Oc1ccc(Cl)cc1)C(=O)OCn1nnc2ccccc2c1=O	8	-2	-26	0	-12	1	4	-15	2	-1	-4
CN(C)/N=C/c1cc(Cl)cc([N+](=O)[O-])c1O	9	0	11	12	-7	2	-10	27	12	-8	1
COc1ccc2c(c1OC)C(=O)N1N=C(c3ccccc3)CC21 (centres undefined)	-13	4	5	-14	-6	6	10	-3	-8	-2	-23
O=C(NC1CCCC1)C(c1ccccc1)n1c(-c2cccs2)nc2ccccc21 (centres undefined)	·	·	·	·	2	-7	·	-4	-19	-2	·
Cc1ccc(NC(=O)c2sc3ncnc(N4CCN(c5ccccn5)CC4)c3c2C)c(C)c1	12	-7	22	2	4	32	7	6	5	0	5
CN1CCN(C2CN(Cc3cn(Cc4ccccc4C(F)(F)F)nn3)S(=O)(=O)C2)CC1 (centres undefined)	5	·	15	1	0	4	·	2	-6	-3	-3
Cc1cc(N2CCC(C)CC2)c(F)cc1[N+](=O)[O-]	-6	6	-21	-1	-8	6	1	-5	-6	9	-2
O=C(Nc1ccc(Br)cc1)N1CCc2ccccc2C1	-14	-72	-82	-90	-88	15	1	-143	-49	-13	-52
O=C(CN1C(=O)NC(CCc2ccccc2)C1=O)NC1CC1 (centres undefined)	-15	-5	14	-37	-4	-4	-4	17	4	-4	-10
COc1ccc(OC)c(/C=N/NC(=O)C(=O)NCc2cccnc2)c1	33	-1	11	14	8	-7	-3	3	22	-1	0
CCOC(=O)c1ccccc1NC(=O)COC	13	7	-18	-87	-11	-6	6	-1	-11	-1	-7
CC(C)OCCCNC(=O)C(C)Oc1ccccc1 (centres undefined)	16	-8	2	-22	·	-14	12	-5	·	-6	-2
COc1ccc(CNC(=O)c2cc(SC)ccc2Cl)cc1OC	19	1	-1	3	-1	-2	0	7	15	1	12
CC(=O)Nc1nnc(SCc2ccc(F)cc2)s1	-32	-12	-27	-51	-23	-18	5	-46	-18	-15	-36
CN(C)/C=C(\C#N)C(N)=C(C#N)C#N	-8	1	-1	-1	2	8	·	4	-10	-9	-7
CN(C)S(=O)(=O)c1cccc(NC(=O)c2cccc(S(=O)(=O)N3CCCCC3)c2)c1	2	0	10	-12	15	4	0	-8	13	0	11
CCN1CCN(c2ccc(NC(=O)c3cc(OC)c(OC)c(OC)c3)cc2)CC1	-20	-3	14	11	-8	3	-5	-4	-8	11	-11
CC(=O)O[C@H]1C[C@@]2(O)[C@@H](OC(=O)c3ccccc3)C3[C@@](C)([C@@H](O)C[C@H]4OC[C@@]34OC(C)=O)[C@@H](O)[C@H](OC(C)=O)C(=C1C)C2(C)C (some centres undefined)	4	-7	10	6	17	19	-12	-20	-2	8	5
O=C1c2ccccc2N2C(=O)c3ccccc3C2N1O (centres undefined)	34	1	7	6	-7	-21	1	-3	2	-8	·
CC1=NN(c2ccc(Cl)cc2)C(=O)C1	-7	-14	14	3	-28	7	-5	-3	-24	-7	11
Cc1ccc2nc(SCC(=O)Nc3ccc(C)c(Cl)c3)nc(=O)n2c1	-35	2	-21	-13	-21	6	-2	-4	0	-8	-33
COc1nc(-c2ccccc2)nnc1-c1ccccc1	-17	-4	-105	-109	-51	16	8	-92	-44	-12	-59
COc1ccccc1N1C(=O)Cc2ccccc2C1=O	-6	-5	17	-5	4	-8	14	16	1	2	2
COc1cc(C(O)P(=O)(OCC(C)C)c2ccc(N(C)C)cc2)cc(OC)c1OC (centres undefined)	6	1	16	12	16	-2	13	6	19	-9	5
CCOC(=O)Cc1csc(NC(=O)c2cc(-c3ccncc3)nc3ccccc23)n1	0	3	-9	-3	-23	18	-10	-8	15	-4	-1
CC(=O)c1sc(=S)n(-c2ccc(Cl)cc2)c1C	14	6	15	0	-31	0	-2	-1	16	-2	3
Cc1ccc(/C=C2\SC(=S)N(CCCC(=O)Nc3ccccn3)C2=O)cc1	79*	56*	57	48	89*	10	-4	42	81*	-7	68*
CCN(CC(=O)Nc1ccc(C)c(S(=O)(=O)N2CCOCC2)c1)Cc1ccccc1	-11	3	20	-5	-12	17	5	23	11	-3	-10
COc1ccc(OCC(=O)Nc2ccc(Cl)cc2)cc1	-4	-17	8	-1	2	6	11	14	-6	2	-29
Cn1c(SCC(=O)c2cccs2)nnc1-c1ccco1	-13	-4	1	2	3	-2	3	-7	-2	-3	-22
COC(=O)c1cccc(NC(=O)c2cccc([N+](=O)[O-])c2)c1	-2	3	-9	-42	-7	-7	-11	28	-12	-1	-1
O=C(C1CCCN(S(=O)(=O)Cc2ccccc2)C1)N1CCC(Cc2ccccc2)CC1 (centres undefined)	-1	8	19	6	0	-7	-18	-14	4	10	18
Cc1ccccc1Cn1c(=O)sc2ccccc2c1=O	5	-9	4	-2	6	-4	0	9	-24	-3	7
O=C(COC(=O)c1ccccc1)NC(=O)NC1CCCC1	-12	-7	9	-92	-6	-6	-4	25	-11	-4	-54
COC(=O)CNC(c1ccccc1)c1cc(Cl)ccc1NC(=O)c1cccc(Cl)c1 (centres undefined)	-7	8	15	-9	6	0	-10	15	0	3	24
CCCOC(=O)c1c(NC(=O)/C=C/c2cnn(C)c2C)sc(C(=O)OCC)c1C	-11	5	0	-17	12	-17	7	-10	-7	11	7
Cc1cc([N+](=O)[O-])cc2ncccc12	-1	1	-2	-9	-23	-13	-4	-3	7	0	-6
Cc1ccccc1C(=O)NNC1CC(=O)N(c2ccc3c(c2)OCCO3)C1=O (centres undefined)	15	7	10	12	-20	16	2	18	3	9	13
C/C(=N/NC(=O)c1sc(NS(=O)(=O)c2ccccc2)nc1C)c1ccc(F)cc1	-12	-2	-26	5	-4	-2	6	12	0	4	-24
CCN(c1ccccc1)S(=O)(=O)c1ccc(C(=O)NC2CCN(Cc3ccccc3)CC2)cc1	30	-2	14	6	·	26	10	25	·	6	24

Structures above that have two or more sulfur atoms (7):
SMILES	TWEAK Fn14 block	LMP1 NFkB inh	NCOA3 inh	SRC1 inh	SRC2 inh	C8 TRAIL sens	TLR9-MyD88 block	NR5A2 inv ag	COUP-TFII inh	NOD2-RIPK2 inh	TROY NFkB inh
COc1cccc(-n2c(SCC(=O)NCC3CCCO3)nc3c(c2=O)SCC3)c1 (centres undefined)	6	-2	11	-7	-34	-13	-11	-4	7	-12	-7
CC(=O)Nc1nnc(SCc2ccc(F)cc2)s1	-32	-12	-27	-51	-23	-18	5	-46	-18	-15	-36
CN(C)S(=O)(=O)c1cccc(NC(=O)c2cccc(S(=O)(=O)N3CCCCC3)c2)c1	2	0	10	-12	15	4	0	-8	13	0	11
CC(=O)c1sc(=S)n(-c2ccc(Cl)cc2)c1C	14	6	15	0	-31	0	-2	-1	16	-2	3
Cc1ccc(/C=C2\SC(=S)N(CCCC(=O)Nc3ccccn3)C2=O)cc1	79*	56*	57	48	89*	10	-4	42	81*	-7	68*
Cn1c(SCC(=O)c2cccs2)nnc1-c1ccco1	-13	-4	1	2	3	-2	3	-7	-2	-3	-22
C/C(=N/NC(=O)c1sc(NS(=O)(=O)c2ccccc2)nc1C)c1ccc(F)cc1	-12	-2	-26	5	-4	-2	6	12	0	4	-24

Marked active in COUP-TFII inh (from the list above):
SMILES,TWEAK Fn14 block,LMP1 NFkB inh,NCOA3 inh,SRC1 inh,SRC2 inh,TLR9-MyD88 block,NR5A2 inv ag,COUP-TFII inh,NOD2-RIPK2 inh
Cc1ccc(/C=C2\SC(=S)N(CCCC(=O)Nc3ccccn3)C2=O)cc1,79*,56*,57,48,89*,-4,42,81*,-7

Following part
SMILES	TWEAK Fn14 block	LMP1 NFkB inh	NCOA3 inh	SRC1 inh	SRC2 inh	C8 TRAIL sens	TLR9-MyD88 block	NR5A2 inv ag	COUP-TFII inh	NOD2-RIPK2 inh	TROY NFkB inh
NC(=O)CN1CCN(c2cccc(Cl)c2)CC1	9	3	27	-16	-2	-7	4	12	-9	11	10
COc1ccc(C(=O)NCCN2CCN(C(=O)c3ccc(OC)cc3)CC2)cc1	-4	-4	9	-2	17	0	-9	10	-1	-10	5
Cc1ccc2nc(C3CCN(S(=O)(=O)c4ccc5ccccc5c4)CC3)[nH]c2c1	23	9	15	1	-12	14	4	-5	-7	1	33
COc1ccc(N(CC(=O)Nc2ccc3c(c2)OCO3)S(=O)(=O)c2ccccc2)cc1	7	0	0	-17	8	-5	-5	-7	-25	-4	0
COc1ccc(C(=O)CSc2nnc(CN3CCCCC3)n2-c2ccc(F)cc2)cc1OC	16	-5	19	4	24	-5	0	13	11	1	-14
CCOc1ccc(OCCCC(=O)Nc2cc(Cl)ccc2-n2cncn2)cc1	7	0	-25	10	-19	3	6	14	24	-5	1
CC(C)CNC(=O)c1cccc(NC(=O)COc2cccc([N+](=O)[O-])c2)c1	1	6	10	-11	-13	21	7	-5	7	-10	16
N#CC(=Cc1ccnc2ccccc12)c1ccccc1	14	-1	8	5	7	9	2	0	16	-2	16
CCCc1[nH]c2ccc(C#N)cc2c1CCC	39	-6	13	-11	-22	-18	3	-25	15	-5	53*
O=C(NC1CC1)C1=C[C@H](c2ccc3c(c2)OCO3)C[C@H](OCc2ccc(CO)cc2)O1	-26	2	-7	-18	-3	-7	0	-43	-14	8	-10

Some of the compounds tested. The share of hits here may be higher or lower than overall.
